# PrPC surface inh = inhibitors of human cell surface prion protein PrPC; P04156; TR-FRET read-out; inhibition, % at 13.8 µM; actives 0.43% (n = 370,000); in the data active means inhibition above about 24%; further: 0% = median of the test wells and 100% = reference compound wells
# Yp Topo-I inh = Y. pestis Topo-I inhibition via cleavage products; activity, % at 10 µM; AID 504884; Y. pestis Topo-I cleavage product accumulation, plate reader; actives 0.064% (n = 360,000); in the data active means activity above about 50%, passing the limit was not always enough; inconclusive means no clear call, values can overlap the other calls; further: inactives centre near 2
# BH1578 lux ind = quorum light induction in luxS cqsA deficient V. cholerae | activation, % at 18.7 µM | AID 588436 | V. cholerae BH1578 lux reporter, luminescence, 6 h | actives 0.16% (n = 350,000); in the data active means activation mostly above about 9.7%, no sharp cut-off; inconclusive means no clear call, values can overlap the other calls; inactive means mostly below about 3.7%; further: not every result past the cut was called active; inactives centre near 0; reference of the scale not given here
# Anthrax LF inh2 = inhibitors of Bacillus anthracis lethal factor protease; actives 0.12% (n = 360,000); P15917; AID 588501; inhibition, % at 10 µM; multiplex microsphere protease cleavage assay, LF; further: plate controls were buffer without enzyme for full effect and enzyme alone for no effect
# Target sequence (P15917 whole entry, looked up): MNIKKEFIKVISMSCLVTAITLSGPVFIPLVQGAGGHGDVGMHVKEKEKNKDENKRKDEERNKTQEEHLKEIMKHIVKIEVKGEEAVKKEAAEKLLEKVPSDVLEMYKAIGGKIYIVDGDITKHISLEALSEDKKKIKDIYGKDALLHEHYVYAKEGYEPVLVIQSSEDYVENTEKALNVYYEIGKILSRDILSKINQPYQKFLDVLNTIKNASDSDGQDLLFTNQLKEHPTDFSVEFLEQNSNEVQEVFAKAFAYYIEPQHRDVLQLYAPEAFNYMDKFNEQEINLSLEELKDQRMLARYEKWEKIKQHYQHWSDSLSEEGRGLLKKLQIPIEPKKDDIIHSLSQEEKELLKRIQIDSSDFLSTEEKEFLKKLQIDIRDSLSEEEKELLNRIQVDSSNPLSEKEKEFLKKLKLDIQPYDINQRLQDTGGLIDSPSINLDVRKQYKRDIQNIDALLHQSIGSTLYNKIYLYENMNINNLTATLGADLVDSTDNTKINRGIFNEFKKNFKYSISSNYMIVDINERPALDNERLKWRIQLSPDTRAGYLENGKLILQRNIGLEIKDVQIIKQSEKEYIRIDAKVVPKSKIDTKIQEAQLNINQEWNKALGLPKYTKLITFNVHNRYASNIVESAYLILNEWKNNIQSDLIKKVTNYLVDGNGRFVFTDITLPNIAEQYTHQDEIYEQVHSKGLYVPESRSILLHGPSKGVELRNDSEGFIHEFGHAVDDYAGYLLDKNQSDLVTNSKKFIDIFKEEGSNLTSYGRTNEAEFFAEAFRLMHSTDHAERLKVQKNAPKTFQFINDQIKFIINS
# BoNT-A LC inh2 = blocks Botulinum neurotoxin A light chain protease; AID 588499; actives 0.17% (n = 360,000); multiplex microsphere protease substrate cleavage, flow cytometry; inhibition, % at 10 µM; further: plate controls were buffer without enzyme for full effect and enzyme alone for no effect
# SSB-PriA inh = blocks PriA binding to SSB C-terminal tail | AlphaScreen SSBct-PriA binding, biotinylated peptide | inhibition, % at 33 µM | actives 0.6% (n = 430,000) | AID 1272365; in the data active means inhibition mostly above about 37%, no sharp cut-off; inactive means mostly below about 20%;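 further: plate controls were negative control peptide for no effect and reference peptide for full effect; strong numbers were not always called active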
# TcdB GH inh = TcdB glycohydrolase inhibition | P18177 | TcdB glycohydrolase enzymatic assay, plate reader | inhibition, % at 9.99 µM | actives 0.24% (n = 350,000); in the data active means inhibition above about 10%
# PfHsp40 rescue = compounds rescuing yeast from Plasmodium falciparum HSP40 toxicity; growth rescue, % at 12.5 µM; AID 504582; actives 0.68% (n = 340,000); S. cerevisiae expressing PfHsp40, growth rescue, ATP luminescence; in the data active means growth rescue above about 28%, passing the limit was not always enough; inconclusive means no clear call, values can overlap the other calls;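 further: yeast W303a lacking pdr1 and pdr3 grown in galactose medium; growth measured after three days at 30 °C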
# SARS 3CLpro inh = SARS-CoV 3CLpro protease inhibition | P0C6X7 | recombinant SARS-CoV 3CLpro, quenched FRET peptide cleavage | inhibition, % at 6 µM | actives 0.14% (n = 290,000); in the data active means inhibition above about 12%
# The depositor's hits bear a star; i = inactive; ? = inconclusive; . = not tested or not shown. Unless noted, no stated cut-off is given here; in the data, active means inhibition above about 30%; inconclusive means no clear call, values can overlap the other calls; inactive means below that.
SMILES	BH1578 lux ind	Yp Topo-I inh	Anthrax LF inh2	SSB-PriA inh	PfHsp40 rescue	PrPC surface inh	SARS 3CLpro inh	BoNT-A LC inh2	TcdB GH inh
CCC(NC(=O)CCC(=O)N1CCN(S(=O)(=O)c2ccc(C)cc2)CC1)c1ccc(C)cc1 (stereo not given)	-2.7	25.6	-9.1	-3.1	0.5	2.2	.	-0.2	2.0
O=C(NNC(=O)c1ccccc1[N+](=O)[O-])c1cnccn1	i	5.9	-5.9	-0.6	-0.2	-13.9	0.6	-1.9	.
N#CCCNC(=O)CCN1CCCCC1	i	0.6	0.5	-4.7	0.1	3.4	1.2	0.4	.
CCN(CC)S(=O)(=O)c1ccc(S(=O)(=O)N2CCN(C(=O)c3ccco3)CC2)cc1	i	0.1	0.6	-8.8	1.1	-2.0	-0.3	1.9	.
CCOc1ccc(CCNC(=O)c2cnccn2)cc1OCC	-0.1	-5.5	2.0	-4.9	0.2	-2.9	1.1	-0.2	-0.8
CCOCCCNC(=O)CN1C(=O)C(CC)Oc2ccccc21 (stereo not given)	i	2.6	-6.7	-8.0	-1.8	-3.2	-3.7	-1.1	.
O=C(COC(=O)c1ccccc1C(=O)c1ccc(Cl)cc1)NC(c1ccccc1)c1ccccc1	i	-2.2	-0.4	-10.0	-1.5	-1.3	-2.0	-0.2	0.0
CCN(CC)S(=O)(=O)c1ccc(C(=O)Nc2cc3oc4ccccc4c3cc2OC)cc1	-0.3	-4.7	1.2	-0.2	-1.9	-3.5	2.0	-0.6	.
Cc1ncc(CSc2ccc(Cl)cc2)c(CO)c1O	i	-1.3	-13.8	0.2	1.4	7.2	1.9	-2.7	-0.4
C[C@]12CC[C@@H]3c4ccc(O)cc4CC[C@H]3[C@@H]1C[C@@H](O)[C@@H]2O	-0.2	-1.8	-8.3	-9.6	-0.4	-0.8	-1.4	1.2	3.4
O=C(OCn1nnc2ccccc2c1=O)c1ccc(O)cc1	-0.2	10.0	-3.3	-27.9	-0.9	-6.7	-4.9	-0.7	6.3
COc1ccc2[nH]c(=O)c(CN(Cc3ccc(C)cc3)Cc3nnnn3CC3CCCO3)cc2c1 (stereo not given)	.	6.7	-2.1	4.2	0.6	-10.9	1.1	0.2	.
Cc1ccc(NC(=O)C(C)N2CCCc3ccccc32)cc1S(=O)(=O)N1CCOCC1 (stereo not given)	-0.6	35.7	-3.5	.	.	-7.0	.	0.8	0.7
O=C(NCCOc1ccccc1-c1ccccc1)c1ccco1	-0.2	18.8	-4.0	-5.5	1.8	-7.5	1.4	-1.7	2.7
CC1=C(C(=O)Nc2cccnc2)C(c2ccccn2)n2nnnc2N1 (stereo not given)	-0.4	-0.4	-4.7	-12.9	1.4	-4.9	-4.8	0.9	.
CCOC(=O)N1CCN(Cc2nc(-c3ccc(C)cc3)no2)CC1	-7.1	16.5	-1.9	-12.4	0.2	4.4	-1.2	-0.3	.
COc1ccc2c(c1OC)CCC2=O	-0.4	1.7	7.0	-32.0	-0.4	2.6	0.0	-0.6	.
O=C(NC1CCCC1)c1ccc2nc(-c3ccco3)c(-c3ccco3)nc2c1	-0.2	7.6	-0.4	5.7	2.3	.	0.9	11.7	.
O=C(NC(=O)c1ccccc1F)Nc1nc(-c2cccs2)cc(C(F)(F)F)n1	-0.1	43.5	-0.9	-8.0	1.8	-14.7	2.5	-0.5	1.7
COc1cc2c(cc1OC)CN(Cc1nc3ccsc3c(=O)[nH]1)CC2	-0.3	-0.5	1.2	3.2	-0.2	-4.8	-15.6	1.4	.
C/C(N)=C(/C#N)C(=O)CSc1nnc(-c2ccccc2Br)o1	1.5	-2.5	-4.7	-15.0	1.5	0.8	2.6	-1.1	.
COc1ccc(N(CC(=O)N2CCC(C(N)=O)CC2)S(=O)(=O)c2ccccc2)cc1	0.0	4.4	-0.8	-0.9	-1.0	-2.7	-1.0	-1.4	0.8
CCOc1ccc(NC(=O)c2ccc(NC(=O)CSc3nc4ccccc4c(=O)[nH]3)cc2)cc1	-0.7	-3.0	1.7	-5.3	-0.7	-10.0	2.9	-0.4	0.6
CCOC(=O)C1(S(=O)(=O)c2ccccc2)CCN(Cc2ccc(Cl)cc2)CC1	-0.3	13.7	-4.9	-17.1	-0.3	10.9	1.4	-0.5	.
O=C(C1=C(O)C(=O)N(CCOCCO)C1c1ccccn1)c1cccs1 (stereo not given)	-0.5	2.3	.	-3.5	-0.8	3.7	3.5	.	-0.3
CCN(C[C@H]1N[C@@](C)(C(=O)OC)[C@H]2C(=O)N(Cc3ccccc3)C(=O)[C@@H]12)S(=O)(=O)c1ccc(C)cc1	i	25.8	-0.8	0.7	0.6	-3.3	.	-0.1	-0.1
O=C(NCc1ccccc1Cl)c1cc([N+](=O)[O-])ccc1Cl	i	-10.2	-0.9	-6.3	-1.2	-9.9	4.0	-0.6	.
CCNC(=O)NC(=O)C(C)OC(=O)C(C)(C)Oc1ccc(Cl)cc1 (stereo not given)	-0.2	-3.4	3.2	-9.0	0.2	3.4	2.9	-0.8	1.1
COc1cc(NC(=O)c2ccc3c(c2)OCO3)ccc1NC(=O)c1cccs1	-0.2	3.6	-6.0	1.4	-0.8	-3.0	4.8	-0.5	2.4
Cc1cccc(N2CCN(C(=O)c3cc4n(n3)C(C(F)(F)F)CC(c3ccco3)N4)CC2)c1C (stereo not given)	.	20.8	-1.0	-4.5	0.7	-1.1	-0.9	-0.2	.
O=C(NCCc1nc2ccccc2[nH]1)c1cccc(Br)c1	4.2	-0.8	0.6	-8.3	-0.6	-0.3	4.1	0.4	0.5
CS(=O)(=O)c1ccc(C(=O)OCC(=O)Nc2cccc(S(=O)(=O)N3CCCC3)c2)cc1	-0.7	2.2	-2.2	9.2	0.5	2.5	.	-3.3	1.4
COc1ccccc1-c1nc(-c2ccccc2)nc(N2CCN(C)CC2)c1C#N	1.2	35.9	-0.5	10.0	-0.9	-11.0	2.6	-0.4	-1.3
CCc1ccccc1NC(=O)CN1CCN(C(=O)CN2C(=O)NC3(CCCCC3C)C2=O)CC1 (stereo not given)	i	4.3	5.2	-2.2	0.3	5.1	.	-1.5	2.4
CC1C(=O)NN=C1C(=O)N/N=C\c1ccc(O)cc1O (stereo not given)	-0.2	-7.3	1.1	.	0.3	-0.6	-0.2	0.5	-9.2
CCCS(=O)(=O)c1snnc1C	-0.3	-8.4	4.3	-3.5	-2.0	-6.5	1.8	0.3	.

# As a working copy, 4 of the compounds above:
SMILES	BH1578 lux ind	Yp Topo-I inh	Anthrax LF inh2	SSB-PriA inh	PfHsp40 rescue	PrPC surface inh	SARS 3CLpro inh	BoNT-A LC inh2	TcdB GH inh
O=C(C1=C(O)C(=O)N(CCOCCO)C1c1ccccn1)c1cccs1 (stereo not given)	-0.5	2.3	.	-3.5	-0.8	3.7	3.5	.	-0.3
CCN(C[C@H]1N[C@@](C)(C(=O)OC)[C@H]2C(=O)N(Cc3ccccc3)C(=O)[C@@H]12)S(=O)(=O)c1ccc(C)cc1	i	25.8	-0.8	0.7	0.6	-3.3	.	-0.1	-0.1
O=C(NCc1ccccc1Cl)c1cc([N+](=O)[O-])ccc1Cl	i	-10.2	-0.9	-6.3	-1.2	-9.9	4.0	-0.6	.
CCNC(=O)NC(=O)C(C)OC(=O)C(C)(C)Oc1ccc(Cl)cc1 (stereo not given)	-0.2	-3.4	3.2	-9.0	0.2	3.4	2.9	-0.8	1.1

# (cont.)
SMILES	BH1578 lux ind	Yp Topo-I inh	Anthrax LF inh2	SSB-PriA inh	PfHsp40 rescue	PrPC surface inh	SARS 3CLpro inh	BoNT-A LC inh2	TcdB GH inh
CCCc1cc(-n2ccnc2C)n2c(nc3ccccc32)c1C#N	i	7.6	-3.6	-8.0	0.2	-3.5	.	0.6	1.7
C/C(N)=C(/C#N)C(=O)COC(=O)CC12CC3CC(CC(C3)C1)C2	-5.2	16.8	0.5	.	-0.6	-3.0	10.2	0.8	.
Cc1ccc(-n2ncc(C(=O)NC3CC3)c2C2CCN(C(=O)OC(C)(C)C)CC2)c(C)c1	-0.4	9.2	-1.1	0.9	-0.9	-3.7	-2.6	0.9	-0.2
COc1ccc(/C=N/NC(=O)CCNc2n[nH]c(=O)[nH]c2=O)c(OC)c1	i	2.2	5.6	.	0.2	2.3	-1.4	-0.4	1.8
O=C(/C=C/c1ccc(F)cc1)N1CCCN(C(=O)/C=C/c2ccc(F)cc2)CC1	-0.6	11.6	-1.8	0.7	-0.6	-10.7	-4.4	0.2	.
Cc1ccccc1NC(=O)CN(C)S(=O)(=O)c1cccc2cccnc12	-0.2	3.5	-9.4	-4.9	0.4	1.5	0.7	-1.2	0.7
Cc1cccc(CSc2nncc(=O)[nH]2)c1	-0.8	-5.9	3.5	-13.8	-0.3	-3.4	-2.9	-0.3	.
CCOC(=O)C1=C(C)NC2=C(C1c1ccc([N+](=O)[O-])cc1)S(=O)(=O)c1ccccc12 (stereo not given)	i	0.7	-1.5	19.7	-0.8	-4.5	-1.5	?	.
O=C(CC(=O)Nc1ccc(Cl)cc1)N/N=C\c1cccc(F)c1	-0.4	2.6	1.1	.	0.0	4.6	0.0	-0.4	0.4
CCOc1ccc(NC(=O)Cn2nnc(C(=O)NCc3ccccc3OC)c2N)cc1	.	-5.5	1.9	-18.4	0.5	-11.5	-0.7	-0.5	.
COc1ccc(Br)c(C(=O)NCC2CCCCC2)c1	-0.5	9.3	-1.3	-14.6	-1.1	0.7	-0.1	-2.1	1.6
COC(=O)c1ccccc1NC(=S)NC(=O)COc1ccc(C)cc1	-0.1	20.3	-1.2	-12.8	6.7	-4.9	1.1	-0.3	.
CCC1(CC)Cc2ccccc2-c2nc(NCCCO)[nH]c(=O)c21	1.5	16.9	-1.4	-5.8	-1.6	4.0	5.2	-0.2	2.9
CCS(=O)(=O)Nc1ccc(NC(C)=O)cc1	-1.4	3.6	2.8	-30.7	-0.5	2.9	3.3	0.4	0.4
COc1ccc(C(=O)NCC(=O)OC2CCCCC2=O)cc1 (stereo not given)	-6.2	-4.3	7.0	-20.6	-0.5	13.4	-2.3	0.9	.
O=C(NNC(=O)c1ccc(S(=O)(=O)N2CCCC2)cc1)c1ccc(Br)cc1	i	10.7	-0.5	0.8	0.6	7.0	.	0.7	-3.3
CCCS(=O)(=O)c1c(S(=O)(=O)CCC)c2ccc(C(C)=O)cn2c1C(=O)OC	-0.3	3.1	-6.9	-4.4	-1.6	-1.4	-4.7	-0.1	0.8
Cc1ccc(NC(=O)c2cc(C)n(-c3ccccc3)c2C)cc1	-3.7	17.7	-1.4	9.3	3.6	11.2	0.9	-0.2	2.8
CCC1(CC)Cc2ccccc2-c2nc3ccccc3c(=O)n21	i	11.8	-0.6	-18.9	4.2	-6.6	-2.4	-0.3	.
COc1ccc(CNC(=O)C2=CC(c3ccc(OC)cc3)=NS(=O)(=O)N2C)cc1	-0.1	0.3	-8.1	-7.8	-0.5	2.9	-4.9	-0.3	-0.7
COCCCNC(=S)NC1CC2CCCC(C1)N2Cc1cccs1 (stereo not given)	i	-3.5	1.7	-10.2	0.6	-5.0	2.4	-0.1	.
COc1ccccc1C(NC(=O)CC(C)C)c1c(O)ccc2ccccc12 (stereo not given)	-0.3	0.7	-20.5	-2.2	0.2	-1.5	3.5	-7.4	0.5
O=C(c1ccc(S(=O)(=O)c2ccccc2Cl)c([N+](=O)[O-])c1)N1CCCCCC1	-0.8	22.8	2.2	24.2	-0.9	-7.1	-2.4	0.2	.
CC(C)C[C@H]1COCCS(=O)(=O)N1Cc1cccc(Cl)c1	-0.7	6.0	6.2	-18.5	8.7	3.2	.	-0.1	0.9
COc1ccc(Cl)cc1NC(=O)CCCn1c(=O)c2cccn2c2cccnc21	-3.0	2.7	2.9	.	.	-3.1	.	0.2	2.1
CCc1ccccc1N1C(=O)/C(=C/c2ccc(N3CCN(C)CC3)o2)C(=O)NC1=S	-0.4	-2.4	-0.8	0.5	-3.5	-0.6	4.3	1.9	0.1

# Screening data from PubChem BioAssay.

# The list is partial; rates above refer to the full screens.
